# Rtt109 HAT inh – inhibitors of Candida albicans Rtt109/Vps75 histone acetyltransferase; actives 0.16% (n = 330,000); inhibition, % at 34.9 µM; Q5AAJ8; purified Rtt109/Vps75, ThioGlo CoA-SH fluorescence, 4 h;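 active means inhibition of at least 50% in every replicate; inconclusive means best replicate reaches 50% inhibition but some replicates fall short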
# Target sequence (Q5AAJ8 whole entry, looked up): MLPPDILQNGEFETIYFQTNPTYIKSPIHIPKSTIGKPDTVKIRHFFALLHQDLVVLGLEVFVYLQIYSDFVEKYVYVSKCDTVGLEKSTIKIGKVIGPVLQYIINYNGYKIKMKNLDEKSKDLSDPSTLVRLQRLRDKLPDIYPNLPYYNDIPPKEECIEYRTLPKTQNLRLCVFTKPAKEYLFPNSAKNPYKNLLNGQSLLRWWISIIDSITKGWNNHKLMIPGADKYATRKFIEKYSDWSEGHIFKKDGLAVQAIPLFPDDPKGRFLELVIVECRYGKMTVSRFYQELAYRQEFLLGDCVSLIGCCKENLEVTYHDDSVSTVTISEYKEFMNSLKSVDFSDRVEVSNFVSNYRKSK
# DAGLB inh – blocks human DAGLB lipase activity. Q8NCG7. HEK293T DAGLB membrane lysate, EnzChek fluorogenic substrate. inhibition, % at 5.17 µM. actives 0.059% (n = 340,000). AID 504411; in the data active means inhibition above about 34%;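 further: 0% = enzyme with vehicle and 100% = wells lacking enzyme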
# Target sequence (Q8NCG7 whole entry, looked up): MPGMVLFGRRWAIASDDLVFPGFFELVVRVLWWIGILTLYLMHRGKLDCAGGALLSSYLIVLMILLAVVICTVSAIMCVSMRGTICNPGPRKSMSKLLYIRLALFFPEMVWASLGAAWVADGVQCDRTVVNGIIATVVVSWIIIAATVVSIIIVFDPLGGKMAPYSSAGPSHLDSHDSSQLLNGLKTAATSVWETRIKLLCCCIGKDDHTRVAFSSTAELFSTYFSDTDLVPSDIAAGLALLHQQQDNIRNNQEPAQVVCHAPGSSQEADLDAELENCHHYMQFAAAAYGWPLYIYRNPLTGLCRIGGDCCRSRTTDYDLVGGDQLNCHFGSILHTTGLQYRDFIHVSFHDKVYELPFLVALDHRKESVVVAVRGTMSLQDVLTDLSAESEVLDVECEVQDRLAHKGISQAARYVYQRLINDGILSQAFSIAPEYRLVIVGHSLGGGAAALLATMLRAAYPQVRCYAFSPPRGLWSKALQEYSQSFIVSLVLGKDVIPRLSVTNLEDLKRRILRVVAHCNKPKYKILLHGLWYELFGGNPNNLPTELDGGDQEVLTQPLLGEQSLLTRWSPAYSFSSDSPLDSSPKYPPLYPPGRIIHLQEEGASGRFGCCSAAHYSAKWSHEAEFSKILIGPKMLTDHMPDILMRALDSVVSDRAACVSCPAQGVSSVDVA
# E coli growth – reduces bacterial viability in AddAB counter-screen; AID 449728; E. coli V3065 growth, OD600 absorbance, 18 h; actives 0.27% (n = 330,000); inhibition, % at 11.9 µM;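 active means inhibition above the campaign's mean inhibition across all tested compounds plus 3 SD, cut at about 9.9% in these data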;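 further: uninfected addAB+ strain grown without phage in ampicillin broth; 0% = DMSO wells and 100% = ciprofloxacin 0.95 µg/ml wells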
# phage Ecoli inh – E. coli growth loss with phage present. growth absorbance. actives 0.26% (n = 360,000). inhibition, % at 11.9 µM; in the data active means inhibition above about 11%
# Tat export inh – inhibitors of E. coli Tat protein transport. inhibition, % at 10 µM. E. coli MC4100 TorA-mCherry Tat export, fluorescence. actives 0.036% (n = 340,000);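 active means mean replicate inhibition at least 50% and at least half of replicates individually reaching 50%; inconclusive means only one of the two criteria met; inactive means neither criterion met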;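 further: exported cargo escapes ClpAP degradation while cytoplasmic cargo is degraded and loses fluorescence; 0% = median of neutral control wells and 100% = median of NaSCN control wells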
# Wnt act – activators of Wnt/beta-catenin signaling; Wnt/beta-catenin reporter cell assay, activator, plate reader; activation, % at 9.35 µM; actives 1.2% (n = 300,000); AID 743398; in the data active means activation above about 30%, passing the limit was not always enough; inconclusive means no clear call, values can overlap the other calls;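 further: 0% = neutral control wells and 100% = positive control wells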
# AddAB inh – less growth of phage-infected E. coli with AddAB. E. coli expressing H. pylori AddAB, absorbance growth. actives 0.29% (n = 330,000). AID 435030. inhibition, % at 11.9 µM; in the data active means inhibition above about 12%;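 further: 0% = vehicle wells of infected cells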
# PfHsp90 yeast 2 – reduces growth (ATP signal) of yeast expressing P. falciparum Hsp90 | S. cerevisiae expressing PfHsp90, BacTiter-Glo ATP, 48 h; yeast lacking PDR1 and PDR3 efflux regulators | inhibition, % at 9.4 µM | actives 0.32% (n = 310,000) | AID 504621;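 active means every replicate shows inhibition above about 80%, whatever the replicate mean, limit read from the data; inconclusive means mean inhibition reaches the set limit but some replicate falls short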;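 further: 0% = DMSO neutral controls and 100% = 20 µM radicicol positive controls; yeast relying on Plasmodium falciparum Hsp90 in place of its own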
# PvdQ acylase – P. aeruginosa PvdQ acylase inhibition. purified PvdQ acylase, fluorescence plate reader. inhibition, % at 10 µM. actives 0.063% (n = 340,000); in the data active means inhibition above about 30%, passing the limit was not always enough; inconclusive means no clear call, values can overlap the other calls;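 further: 0% = vehicle neutral wells and 100% = reference inhibitor wells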
# CAL PDZ FP – inhibitors of human CAL PDZ peptide binding; Q9HD26; purified CAL PDZ, TMR-peptide fluorescence polarization, 1 h; inhibition, % at 20 µM; actives 0.02% (n = 330,000); AID 504414;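 active means highest replicate inhibition of at least 40%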;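 further: plate controls were DMSO neutral control wells for no effect and unlabeled competitor peptide control wells for full effect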
#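 material = purified tagged CAL PDZ domain construct (CerCALP) | buffer or medium = sodium phosphate/NaCl buffer pH 7.4 with TCEP, IgG, Thesit | reagent = TMR-labelled reporter peptide T*-PRC34 bound in PDZ groove | incubation = 1 h room-temperature incubation prior to read | measured by = fluorescence polarization (mP) | evaluation = percent inhibition from loss of millipolarization | control set = unlabelled peptide and DMSO controls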
# The depositor's hits bear a star; ? = inconclusive; · = no result given; & = joins results of further samples.
# Below each compound: Rtt109 HAT inh	DAGLB inh	E coli growth	phage Ecoli inh	Tat export inh	Wnt act	AddAB inh	PfHsp90 yeast 2	PvdQ acylase	CAL PDZ FP
1) O=C(COC(=O)/C=C/c1ccccc1[N+](=O)[O-])Nc1ccc(OCc2ccccc2)cc1
 : -1.3	-4.3	-0.3	1.9	-2.4	17.0	4.5	5.6	-8.9	-3.0
2) COc1ccc(C2(CNC(C)=O)CCCC2)cc1OC
 : -2.5	3.5	1.1	1.1	9.2	·	1.7	2.9	-8.5	-0.5
3) CCCc1cc(=O)[nH]c(SCC(=O)Nc2sc3c(c2C#N)CCC(C)C3)n1 (stereo unspecified)
 : 19.1	5.7	2.8	1.3	12.2	7.8	2.5	·	6.2	-2.5
4) CCOc1ccc(-c2cccc(NS(=O)(=O)c3cc([N+](=O)[O-])ccc3Cl)c2)nn1
 : 15.0	2.4	2.1	2.8	5.1	-1.7	1.6	-3.2	-0.1	-2.5
5) CCOc1ccccc1N1CCN(C(=S)NCc2ccc(Cl)cc2)CC1
 : 2.5	-2.5	-0.5	2.7	6.3	0.4	-1.1	-24.2	-13.6	-0.9
6) O=C(CSc1ncnc2ccccc12)c1ccc2c(c1)OCCO2
 : -1.4	-1.9	1.4	2.3	-2.2	?	4.0	-22.8	-15.0	-0.4
7) CCc1ccc2oc(-c3cc(N)cc(C)c3O)nc2c1
 : -22.7	-1.0	-1.2	5.9	5.5	-0.1	1.1	-15.1	-11.9	·
8) COc1ccc2[nH]c3c(c2c1)CCN1C(=O)N([C@@H](C)C(=O)NCc2ccc(F)cc2)C(=O)[C@]31C
 : -9.9	-0.1	0.5	1.9	2.3	-1.8	4.9	-3.4	-2.3	0.7
9) C[C@H](NC(=O)c1nc[nH]c1C(=O)NCc1ccc(CNC(=O)OC(C)(C)C)cc1)C(=O)OCc1ccccc1
 : 8.5	-0.9	-1.5	1.6	6.2	-6.8	-1.2	-8.8	-17.4	-1.4
10) N#Cc1ccccc1CN1C(=O)S/C(=C/c2cccn2-c2ccc(C(=O)O)cc2)C1=O
 : 14.1	0.5	-2.6	0.6	0.6	·	2.1	-13.8	-14.4	-1.6
11) COC(=O)CSc1ccc(-c2nc3ccc(C)cc3[nH]2)cn1
 : 3.7	0.1	0.2	2.1	-9.9	·	2.7	-24.7	-8.9	-3.1
12) CC(NC(=S)NC1CCCCC1)c1ccc(C(C)(C)C)cc1 (stereo unspecified)
 : 3.9	-9.4	3.1	5.6	10.3	-2.3	1.7	-30.6	23.4	-2.3
13) O=C(c1ccc(F)cc1)N1CCN(Cc2ccccc2Br)CC1
 : 7.3	-3.4	0.8	0.2	-2.1	·	0.6	-2.2	-1.0	-0.1
14) Nc1ccc2nc(N3CCOCC3)sc2c1
 : -2.6	-1.0	-0.5	1.6	-5.0	8.0	-0.2	-3.9	-3.3	0.6
15) CCCCn1c(N)c(N(CC)C(=O)c2ccc(N(C)S(=O)(=O)c3ccc(C)cc3)cc2)c(=O)[nH]c1=O
 : -13.8	1.2	-0.7	2.0	-7.2	-2.8	4.1	16.3	-5.9	-2.6
16) O=C(CCC(=O)N1CCN(S(=O)(=O)c2ccccc2)CC1)c1ccc(Br)cc1
 : -5.7	-2.9	-1.7	1.0	-2.3	-3.2	-2.0	·	-8.4	-0.5
17) O=C(CN(c1ccccn1)S(=O)(=O)c1ccccc1)Nc1ccccc1
 : 1.0	1.8	0.6	4.0	-3.3	-0.1	0.0	-35.1	0.1	-1.8
18) CCc1ccccc1N(C1=NCCCS1)S(=O)(=O)c1ccc(C(C)(C)C)cc1
 : 39.0	-9.5	-1.7	2.2	7.4	-3.5	-5.1	8.6	3.1	-2.2
19) O=C(O)C1C2C=CC(C2)C1C(=O)NCCCn1ccnc1 (stereo unspecified)
 : 0.8	0.6	0.5	-0.4	4.6	·	0.8	·	-12.9	-1.1
20) COc1ccc(N2CC(C(=O)N[C@@H](C)C(=O)NCCc3ccccc3)CC2=O)cc1 (stereo partly specified)
 : -0.7	2.2	-0.7	-1.7	2.1	0.8	0.0	-14.5	-9.3	-0.3
21) Cc1c(C(=S)Nc2ccccc2)cnn1-c1ccccc1
 : 36.6	-1.1	1.3	5.0	-2.2	?	3.5	10.6	9.1	-2.8
22) COc1ccc(N(CC(=O)NCc2ccco2)C(=O)CCC(=O)Nc2nccs2)c(OC)c1
 : -1.4	-0.2	2.1	-1.4	0.5	0.1	2.0	-8.4	-9.2	-1.5
23) O=C(NCc1nc2ccccc2[nH]1)C1=C[C@H](C2CC2)C[C@H](OCCCCO)O1
 : -4.7	-3.1	-1.2	-1.4	5.2	-3.0	3.6	-18.1	7.3	0.6
24) CC(C)(C)c1nnc(NC(=O)CN2C(=O)C3C4C=CC(C4)C3C2=O)s1 (stereo unspecified)
 : 3.5	-1.3	-0.8	0.7	-0.2	-3.9	2.6	59.6	-7.4	0.0
25) COc1ccc(CC(O)COS(N)(=O)=O)cc1 (stereo unspecified)
 : -1.3	1.1	-1.8	1.3	10.5	-0.2	1.9	-8.4	2.5	-0.1
26) CCCC(=O)N1CCc2cc(-c3nc(N)sc3C)ccc21
 : -7.3	3.2	0.1	0.5	2.3	-0.5	3.2	-6.4	-1.0	·
27) O=C(O)c1c[nH]c2ccc(F)cc2c1=O
 : -14.2	-2.4	-0.3	3.5	-9.7	0.4	4.6	-10.0	2.2	-0.7
28) FC(F)(F)C1CCCN(c2nsc3ccccc23)C1 (stereo unspecified)
 : 129.1*	-1.4	0.3	·	-4.4	·	2.5	-4.4	-9.9	-0.7
29) CCOC(=O)c1sc2nc(NC(=O)C3CC3)sc2c1C
 : -3.0	-1.1	1.0	3.9	-2.3	14.2	-0.3	-30.0	-5.1	-0.1
30) Cn1c(SCC(=O)Nc2ccccc2)nnc1-c1ccc(NC(=O)CCc2ccccc2)cc1
 : -6.9	-2.5	-1.4	-1.0	19.3	·	0.9	-4.5	-7.4	0.4
31) O=C(Nc1cccc(Cl)c1)N1CCN(C/C=C/c2ccccc2)CC1
 : 16.8	-1.3	-0.9	1.1	4.7	·	0.2	·	-9.3	-1.8
32) Cc1cc(C)c2c(n1)sc1c(=O)[nH]c(SCc3ccccc3)nc12
 : 0.3	0.7	-2.4	0.5	-2.4	-4.3	0.3	-29.2	-13.3	-0.3
33) Cc1ccc(-c2ccc(/C=C(\C#N)C(N)=S)o2)c([N+](=O)[O-])c1
 : 2.0	18.5	·	-1.4	-3.2	0.4	·	-43.8	-13.1	·
34) CN1C(=O)N(C)C2(c3ccccc3)NNC(N)=NC12c1ccccc1 (stereo unspecified)
 : 6.8	·	0.4	0.5	2.4	1.7	1.5	-8.3	-8.1	0.1
35) CC(C)OCCCn1c(NN)nc2ccccc2c1=O
 : -0.6	-5.0	2.6	4.6	12.2	-0.5	0.2	24.5	-0.9	-6.9
36) Cc1nc2ccccn2c1C(=O)NNS(=O)(=O)c1ccc(Cl)cc1
 : 6.8	0.3	-1.4	1.8	2.5	3.1	0.1	17.4	-15.8	-0.1
37) Cc1ccc(C(=O)Cn2nnc(-c3cccs3)n2)cc1
 : -6.7	-8.9	0.2	4.6	-0.6	39.8*	-0.1	21.0	0.2	-2.6
38) COc1ccccc1C1N(c2ccc(F)cc2)C(=O)C2CCCN21 (stereo unspecified)
 : -5.8	-2.2	1.8	1.7	7.0	-2.1	1.1	·	-7.8	·
39) CCOc1ccc(-n2c(N)c(-c3nc4ccccc4[nH]3)sc2=S)cc1
 : -4.0	0.8	-2.7	2.2	-0.9	·	-4.6	-11.4	-4.2	-1.0
40) CCOC(=O)C1C(=O)NC(SCC(=O)OC)=C(C#N)C1c1ccccc1OCC (stereo unspecified)
 : 1.8	2.1	0.1	·	-3.3	-0.3	0.4	·	-5.2	-1.3
41) Cc1ccc(S(=O)(=O)N2[C@@H](c3ccccc3)C(C(=O)O)=CC[C@H]2c2cccc(Cl)c2)cc1
 : 19.8	3.8	1.1	1.2	3.8	2.2	5.2	12.8	-3.0	-0.5
42) CN1Cc2c(N3CCOCC3)nc3sc(C(=O)c4ccc(Br)cc4)c(N)c3c2CC1(C)C
 : ·	·	-3.3	-3.0	·	-1.2	-0.1	·	·	·
43) CCOC(=O)c1oc2ccccc2c1NC(=O)c1ccccc1OC
 : 17.5	-21.4	-1.0	2.2	-5.0	-3.5	-0.1	·	12.2	-1.5
44) COc1ccccc1-n1c(SCC(=O)Nc2cccc(C(=O)O)c2)nnc1-c1ccccc1C
 : 7.5	1.0	1.7	2.3	-2.3	-1.4	-0.2	12.9	-9.0	0.3
45) COc1cccc(CNC2CCCCCCC2)c1OC
 : -11.6	0.6	1.4	-0.3	-8.3	0.3	6.0	16.9	-16.8	-0.3
46) COc1ccc([N+](=O)[O-])cc1NCC(=O)c1ccc(C)cc1
 : -3.4	0.4	1.0	0.3	0.2	-0.6	-1.2	12.1	-9.8	-1.2
47) Cc1ccc(-c2nc(C(=O)NC3CCCCCC3)no2)cc1
 : 4.4	-12.3	2.4	-0.3	12.4	3.5	6.5	·	-15.3	-1.0
48) CCN1CCN(Cc2ccc(NC(=O)c3cc(NC(=O)c4cc(C)on4)cc(OC)c3)cc2C(F)(F)F)CC1
 : 20.1	1.8&2.9	-3.6	7.6	5.2	-1.6	2.1	-8.8	-12.1	-8.8
49) CCN(CC)CCCNc1ncnc2ccccc12
 : 8.9	3.1	-0.8	2.0	-3.1	-2.3	0.3	-13.9	-5.2	0.5
50) O=C(COC(=O)Cc1ccccc1F)Nc1ccccc1[N+](=O)[O-]
 : -1.2	-7.9	-2.6	2.6	-7.6	3.8	-2.0	-11.5	-9.0	-0.3
51) CSc1nncc(/C(C)=N\Nc2ccccc2C)n1
 : 6.7	1.9	-1.0	0.9	9.7	·	-2.9	5.2	-10.8	·
52) COc1ccc(NC(=O)Nc2nnc(-c3ccccc3SCc3ccccc3)s2)cc1
 : -0.4	2.4	-1.3	0.5	5.4	·	3.2	·	-10.8	0.7
53) COc1ccccc1NC(=S)NCCC(c1ccccc1)c1ccccc1
 : -2.7	-4.8	-2.6	4.6	-6.7	-4.0	-1.3	-4.9	-10.9	-2.0
54) Cc1ccc(C)c(N2CCN(S(=O)(=O)c3cc4c(cc3C)NC(=O)CO4)CC2)c1
 : -0.9	-1.7	2.2	4.0	-5.9	2.7	-1.3	-45.3	-1.4	-0.5
55) O=C(COc1ccc(Cl)cc1)NCc1nnc2c3ccccc3c(-c3ccccc3)nn12
 : 2.7	-0.7	-2.3	7.0	6.3	5.9	0.6	·	-7.4	-6.6
56) O=C(NCCCN1CCOCC1)C(=O)NCC1OCCN1S(=O)(=O)c1cc(F)ccc1F (stereo unspecified)
 : 2.3	-2.0	0.8	0.8	0.7	-1.3	-0.4	-15.1	-15.4	-1.2
57) CCOc1ccc(CCNC(=O)c2nnc(Cc3ccc(F)cc3)o2)cc1OCC
 : -21.9	-0.1	0.9	-1.6	4.1	-3.2	1.1	16.9	-16.4	0.9
58) COc1ccc(S(=O)(=O)N2CCOCC2)cc1NC(=O)COC(=O)C1=COCCO1
 : 2.3	1.0	0.0	-1.5	-6.8	-2.2	-2.1	-15.7	-15.8	8.9

# Screening data: PubChem, several laboratories
